hcGAS lum: human cGAS inhibition; recombinant h-cGAS, ATP depletion, Kinase-Glo luminescence; inhibition, % at 12.5 µM; 290,000 tested, 0.081% active;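 also: 0% = vehicle reaction and 100% = reaction without DNA for no activity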
Target sequence (Q8N884 whole entry, looked up): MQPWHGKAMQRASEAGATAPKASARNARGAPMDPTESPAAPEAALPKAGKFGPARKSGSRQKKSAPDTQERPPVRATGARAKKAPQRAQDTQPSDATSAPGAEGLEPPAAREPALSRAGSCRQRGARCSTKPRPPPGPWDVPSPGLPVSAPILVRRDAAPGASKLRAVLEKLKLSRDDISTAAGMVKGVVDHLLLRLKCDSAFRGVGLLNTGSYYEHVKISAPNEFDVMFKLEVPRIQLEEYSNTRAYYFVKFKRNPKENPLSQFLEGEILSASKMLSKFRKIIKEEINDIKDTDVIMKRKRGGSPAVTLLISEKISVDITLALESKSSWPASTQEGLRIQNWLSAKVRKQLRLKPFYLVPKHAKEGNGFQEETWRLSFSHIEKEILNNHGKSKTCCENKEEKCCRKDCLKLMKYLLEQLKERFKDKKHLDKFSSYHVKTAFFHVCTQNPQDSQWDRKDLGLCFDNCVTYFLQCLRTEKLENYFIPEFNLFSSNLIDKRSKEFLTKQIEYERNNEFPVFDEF
mcGAS inh: inhibitors of mouse cGAS | 160,000 tested, 0.15% active | Q8C6L5 | inhibition, % at 12.5 µM | recombinant cGAS, Kinase-Glo ATP depletion luminescence | AID 1259399;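 also: 0% = negative control wells and 100% = reference inhibitor with no enzyme activity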
NPYLR7 agonist: activates Aedes aegypti NPYLR7 receptor | HEK293T NPYLR7/Galpha15, GCaMP6s calcium fluorescence | activation, % at 10 µM | 270,000 tested, 0.15% active; in the data active = activation above about 40%;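 also: 0% = vehicle and 100% = reference agonist at the receptor; some compounds past the cut are filed as inactive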
Active calls of the source: *; . = no result given. Rule as the data show it, unless noted: active = inhibition above about 40%; inactive = the rest. No enrichment for hits (roughly 0.29% active in at least one column).

smiles	hcGAS lum	mcGAS inh	NPYLR7 agonist
COc1cc2c(cc1OC)CN(S(=O)(=O)c1ccc(OC)c(N3CCN(S(=O)(=O)c4ccccc4C(F)(F)F)CC3)c1)CC2	-2.0	-4.4	14.2
Cc1cc(C)c(C(=O)NCC2CCN(CC(C)C)C2)c(=O)[nH]1 (centres undefined)	-5.3	-8.8	2.0
CCCn1c(=O)c2c(nc3n2CC(C)CN3c2ccc(OC)cc2)n(C)c1=O (centres undefined)	-11.3	.	11.5
O=c1[nH]c(SCC2OCCc3ccccc32)nc2[nH]ncc12 (centres undefined)	-5.3	.	1.0
c1cc(Oc2ccc3c(C4CC4)noc3n2)cc(N2CCOCC2)c1	-4.6	-4.4	2.8
O=C(c1[nH]ncc1Cl)N1CCCC(c2[nH]ncc2Cc2ccccc2)C1 (centres undefined)	-1.2	-12.6	1.1
COCCn1cnc2cc(NC(=O)C3CCCCC3)cc(C(=O)NC3CCc4ccccc43)c21 (centres undefined)	-8.6	.	10.9
CC(C)CNC(=O)c1c(O)nc2sccn2c1=O	-9.4	-6.1	-1.5
CCc1ccc2nc(NCCCN(C)C)sc2c1	-11.4	.	-4.8
CCn1ccnc1C1CCN(C(=O)NC23CC4CC(CC(C4)C2)C3)CC1	1.3	0.3	.
O=c1c2cc(Cl)ccc2ncn1CC(O)COc1cc(Cl)ccc1Cl (centres undefined)	-5.6	.	7.4
Cc1ccc(OC2(C(=O)N3C[C@H]4CC=CC[C@H]4C3)CCNCC2)cc1	-1.8	-18.4	-0.4
CCN(CC)C1CCN(c2ncnc3c2CCN(C(=O)C2CC2)C3)C1 (centres undefined)	-5.9	-14.5	.
O=C(c1cccc(F)c1F)N1CCN(Cc2ccc(-c3noc(-c4ccccc4)n3)cc2)CC1	-5.5	-5.3	4.6
CCCCS(=O)(=O)NCCNc1ccc(Nc2cc(C)ccn2)nn1	-7.4	.	5.8
O=C(NCC1CCCO1)c1ccc(-c2ccc(C3CCCCC3)cc2)s1 (centres undefined)	-2.4	-6.0	26.5
Brc1ccc(C2CN(c3ncnc4nc[nH]c34)CCO2)cc1 (centres undefined)	-4.6	.	7.9
C=CCN(CC=C)C(=O)CN(C)C1CCOC(C)(C)C1 (centres undefined)	-7.4	-11.2	.
Cc1c(O)cc(C(=O)NCc2cccnc2Oc2ccccc2F)cc1O	-3.9	-18.3	7.2
Cc1cc(-c2nnc(NC(=O)Cc3ccc(F)cc3)o2)n(C)n1	-3.0	-6.1	-5.3

More records:
smiles	hcGAS lum	mcGAS inh	NPYLR7 agonist
CNCC(=O)N(C)Cc1cc2cc(F)ccc2[nH]1	-6.1	.	24.5
C=CCn1c(COc2ccc(F)cc2)nnc1SCC(=O)Nc1cc(C)on1	-10.1	.	20.0
O=C(NN1CCCCC1=O)c1ccccc1Cl	-8.8	-14.9	10.2
CCOC(=O)C(CC)Sc1nc2c(cnn2CCO)c(=O)[nH]1 (centres undefined)	-6.0	.	-1.1
COC[C@H]1C[C@H]2C[C@H](O)[C@@H](NC(=O)Nc3ccccc3F)[C@@]2(O)CO1	-6.9	-4.8	-2.4
CC1CN(C(=O)NCCc2coc(-c3ccccc3)n2)CCO1 (centres undefined)	-0.6	.	-2.0
O=C(NCCn1ncc2c(N3CCCCC3)ncnc21)C1CC1	-9.0	-6.9	0.8
CC=CC=CC(=O)OCC1=C(C(=O)OCC)C(CC)NC(=O)N1 (centres undefined)	6.2	.	1.2
Cc1nnc(NC(=O)CSc2nc3c([nH]c4ccccc43)c(=O)n2-c2ccc(Cl)cc2)s1	0.3	-5.3	1.5
CCOc1cccc(CN2CCC(Cc3ccc(C(F)(F)F)cc3)CC2)c1	-4.7	-6.8	2.5
O=S(=O)(NC1CCSc2ccccc21)N1CCCCCC1 (centres undefined)	-7.8	.	3.1
Cc1ccc(S(=O)(=O)Oc2ccc(-c3nc4ccc(Br)cn4c3NC3CCCCC3)cc2)cc1	-13.6	-6.3	-2.2
CNC(=O)CN1CCN(C(=O)C2CC2c2ccccc2Cl)CC1=O (centres undefined)	-10.4	.	0.6
CCCc1nc(N2CCCN(C(=O)c3cc(Cl)cc(Cl)c3)CC2)c2c(C)nn(-c3ccc(F)cc3)c2n1	-1.4	-4.2	2.5
CC(Sc1nnc(-c2ccccc2F)n1C1CC1)C(=O)c1ccc2c(c1)NC(=O)CO2 (centres undefined)	-5.0	-5.2	-3.2
Cc1ccc(C(=O)N(C)c2ccccc2S(=O)(=O)N(C)C)o1	-7.9	-16.6	0.7
CC(CNc1ncccc1C#N)N1CCc2ccccc2C1 (centres undefined)	-16.5	.	2.1
CCOC(=O)c1c(NC(=O)C(C)C)c(-c2ccc(OC)c(OC)c2)cn1Cc1ccccc1	-4.6	-5.5	0.4
CC(C)CNC(=O)C1(C)CCCCCN1C(=O)c1ccncc1 (centres undefined)	-0.8	-1.1	-6.5
O=C(NC1CCc2ccccc21)c1ccc(-c2cc(-c3ccc(Cl)cc3Cl)[nH]n2)cc1 (centres undefined)	-6.4	-5.8	28.9

Gathered by group, those above with two or more sulfur atoms.
smiles	hcGAS lum	mcGAS inh	NPYLR7 agonist
COc1cc2c(cc1OC)CN(S(=O)(=O)c1ccc(OC)c(N3CCN(S(=O)(=O)c4ccccc4C(F)(F)F)CC3)c1)CC2	-2.0	-4.4	14.2
Cc1nnc(NC(=O)CSc2nc3c([nH]c4ccccc43)c(=O)n2-c2ccc(Cl)cc2)s1	0.3	-5.3	1.5
O=S(=O)(NC1CCSc2ccccc21)N1CCCCCC1 (centres undefined)	-7.8	.	3.1

More structures.
smiles	hcGAS lum	mcGAS inh	NPYLR7 agonist
COC(C)C(=O)Nc1cc(C)c(NC(=O)C(C)OC)cc1C (centres undefined)	-5.5	.	-0.7
Cc1ccc2nc(NC(=O)CN3CCSC3=O)sc2c1	4.5	.	-0.1
Cc1n[nH]c(C)c1S(=O)(=O)N1CCc2ccccc2C1	-7.7	-6.9	7.2
Fc1cc2nc(-c3cc(Cl)c4c(c3)OCO4)[nH]c2cc1F	-11.2	.	9.8
CC(=O)Nc1c[n+](-c2ccccc2)no1	-4.2	-5.0	1.4
Nc1nc(NCc2ccccc2)nc(N2CCCCC2)c1[N+](=O)[O-]	-4.4	.	-2.0
CCc1[nH]n(-c2ccc(Cl)cc2)c(=O)c1C1=C([n+]2cccc(C)c2)C(=O)N(C2CCCCC2)C1=O	-10.7	-10.3	-3.2
CCC1(c2ccccc2)NC(=O)N(Cc2c(C#N)c(C)nn2-c2ccccc2)C1=O (centres undefined)	-5.5	-6.9	4.9
COc1ccc(C2=N/C(=C\C=C\c3ccccc3)C(=O)O2)cc1	-2.5	.	0.2
CCc1c(C(=O)N2CCC(Cn3cc(CO)nn3)CC2)csc1C	-5.1	.	7.2
CN(C)c1ccc(CC2Nc3cccc(C(=O)O)c3C2=O)cc1 (centres undefined)	-2.1	.	-1.2
Nc1ccc(-c2ccc(C(=O)N3CCC(CCc4ccccc4)CC3)cn2)cn1	-7.1	-8.1	-1.9
COCCCN1C(=O)CC(CC(=O)N2CCN(C3CCCC3)CC2)(c2ccccc2Cl)C1=O (centres undefined)	0.4	-7.8	11.4
CCNC(=O)N1CC[C@@]2(C1)[C@@H](Oc1ccccn1)CN(C)S2(=O)=O	2.5	-3.1	3.3
CN1CCCCCC1C(=O)NC(C)(C)c1nnc(N)s1 (centres undefined)	-1.3	-3.6	.
Cn1c(C(=O)NNC(=O)c2ccco2)c(Br)c2ccccc21	-3.3	-9.0	6.7
Cc1ccccc1CN1CCN(S(=O)(=O)c2cccc(C#N)c2)CC1	0.7	.	-0.1
Cc1cccc(N)c1-c1nc2ncccc2o1	-0.2	-3.1	-1.0
COc1ccccc1NCCC(=O)Nc1ccc(F)cc1C	-6.1	.	4.2
Cc1cccc(-c2nc(C)c(C(C)C)c(N3CCN(C(=O)c4ccco4)CC3)n2)c1	-6.3	-8.1	-2.5

Three structures already listed, arranged by molar mass, ascending:
smiles	hcGAS lum	mcGAS inh	NPYLR7 agonist
Cc1cccc(N)c1-c1nc2ncccc2o1	-0.2	-3.1	-1.0
CCC1(c2ccccc2)NC(=O)N(Cc2c(C#N)c(C)nn2-c2ccccc2)C1=O (centres undefined)	-5.5	-6.9	4.9
COCCCN1C(=O)CC(CC(=O)N2CCN(C3CCCC3)CC2)(c2ccccc2Cl)C1=O (centres undefined)	0.4	-7.8	11.4

Some entries already given, showing only NPYLR7 agonist and hcGAS lum.
structure,NPYLR7 agonist,hcGAS lum
O=C(NN1CCCCC1=O)c1ccccc1Cl,10.2,-8.8
CCc1[nH]n(-c2ccc(Cl)cc2)c(=O)c1C1=C([n+]2cccc(C)c2)C(=O)N(C2CCCCC2)C1=O,-3.2,-10.7
COC[C@H]1C[C@H]2C[C@H](O)[C@@H](NC(=O)Nc3ccccc3F)[C@@]2(O)CO1,-2.4,-6.9

(continued)
smiles	hcGAS lum	mcGAS inh	NPYLR7 agonist
COCC(=O)N1CCCN(Cc2ccc(-c3ccccn3)cc2)CC1	0.3	.	-1.6
CC1CN(C(C)CNC(=O)C2CC=CCC2)CC(C)O1 (centres undefined)	-7.2	.	5.5
CC(C)C(C)(C#N)NC(=O)COc1cc(Cl)ccc1Cl (centres undefined)	-13.5	.	5.3
CCOC(=O)C1CCCN(C(=O)CN2CCCn3nc(C)cc32)C1 (centres undefined)	0.9	-3.3	.
O=C(O)c1ncoc1CCC(F)(F)F	-2.1	.	-0.9
N#Cc1ccc(OCC(=O)N(Cc2c(F)cccc2Cl)C2CC2)cc1	-15.4	.	5.3
CN(CC1CCN(CCc2ccc(F)cc2)CC1)C(=O)c1ccc(-c2ccccc2)[nH]c1=O	-2.4	-2.1	-3.0
COCCN(CC(=O)N(CCc1c[nH]c2ccccc12)Cc1ccccc1)C(=O)Nc1cc(C(F)(F)F)cc(C(F)(F)F)c1	-6.0	-8.1	15.7
C=c1onc(-c2ccccc2Cl)c1=C1N=C(c2ccc(Cl)cc2)NO1	10.8	0.7	3.6
C=CCN(Cc1cccn1Cc1ccc(C(C)(C)C)cc1)CC(O)COC(=O)CCC (centres undefined)	-2.0	-5.2	2.3
COCCN1C(=O)CC2(C1=O)C(=O)N(CCCCOc1ccccc1)c1ccc(F)cc12 (centres undefined)	-8.4	-4.2	-6.9
CC(C)(C)C(=O)NCc1ccc(C(=O)CN2C(=O)NC3(CCCC3)C2=O)s1	-4.4	.	3.9
COCCNC(=O)C1(C)CCCN(Cc2c(C)nn(-c3ccccc3)c2C)C1 (centres undefined)	-2.9	.	1.8
CCC(C)NC(=O)c1noc(C(C)C)c1[N+](=O)[O-] (centres undefined)	4.4	0.0	6.9
COc1ccc2c(c1OC)C(=O)N1c3ccccc3C(=O)OC21 (centres undefined)	1.4	-6.3	2.9
CCC(C)NS(=O)(=O)c1ccc2c(c1)CCC(=O)N2 (centres undefined)	-12.6	.	1.9
CN(C(=O)c1ccccc1)c1nnc(C23CC4CC(CC(C4)C2)C3)s1	-3.9	-8.0	-3.7
COc1ccc(S(=O)(=O)NCCOc2ccc(-c3ccccc3)nn2)cc1	-7.9	-8.8	-1.0
CCCN1Cc2ccccc2N(CC)CCC1=O	-4.4	-4.1	3.9
Cc1cc(CN2CCCC(CCc3ccccc3F)C2)n[nH]1 (centres undefined)	-3.7	.	2.8

New compounds follow.
smiles	hcGAS lum	mcGAS inh	NPYLR7 agonist
COc1ccc(CNC(=O)c2ccc(-c3ccc4c(c3)OCO4)s2)c(OC)c1	-6.7	-5.1	20.8
Cc1ccc(-c2nc(N)sc2CC(=O)O)cc1	-5.1	-4.4	1.4
Cc1cc(C=O)c(C)n1-c1ccc(Cl)c(C(F)(F)F)c1	-7.3	.	0.0
CC1=NN(c2nc(C)cc(C)n2)C(=O)C1Cc1ccccc1Cl (centres undefined)	-1.1	.	0.0
COc1ncccc1-c1cnn(Cc2ccccc2)c1	-8.4	.	-0.7
O=[N+]([O-])c1ccc2nc(NS(=O)(=O)c3ccc(Cl)c(C(F)(F)F)c3)sc2c1	-7.5	-3.0	19.9
O=C(c1ccccc1)C1CCCCC1S(=O)(=O)O (centres undefined)	-18.2	-6.2	-0.8
CCOc1ccc(C2C(C(=O)OC(C)C)=C(C)NC3=C2C(=O)CC(c2ccccc2)C3)cc1 (centres undefined)	-3.4	2.1	0.6
CN(C)CCN(Cc1ccccc1F)C(=O)NCCc1cccs1	-10.1	.	1.5
Cc1cccn2c(=O)c3cc(C(=O)N4CCCC4)sc3nc12	-10.5	.	7.6
CSCC(=O)N1CCCC(C(=O)Nc2ccc(-c3cccc(F)c3)cc2)C1 (centres undefined)	-8.6	.	4.4
C=C(Br)CNC(=O)N(CC(C)C)CC(C)C	4.6	.	2.5
COC(=O)[C@@H]1CS(=O)(=O)[C@H](C)N1C(=O)C(F)(F)F	-6.4	.	1.5
CCn1ccc(C(=O)N(CCN2CCOCC2)c2nc3cc(C)c(C)cc3s2)n1	5.3	.	1.7
O=S(=O)(c1ccccc1OC(F)(F)F)N1CCN(C(c2ccccc2)c2ccc(F)cc2)CC1 (centres undefined)	-11.9	-6.1	25.1
